sPLA2-III inh: human group III sPLA2 inhibitors, primary screen, biochemical, QFRET, BODIPY PC-A2 liposome substrate. Group 3 secretory phospholipase A2 (Homo sapiens), Q9NZ20. QFRET BODIPY PC-A2 liposome hydrolysis, fluorescence. inhibition, % at 12.2 µM. 0.56% of 370,000 active. AID 743126, 2013;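 active means inhibition above mean plus 3 SD of compounds lying within the high and low control bounds, cut at about 19% in these data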;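 further: 0% = median of test compound wells and 100% = no enzyme DMSO wells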
PLCb3 inh: human PLC-beta3 inhibitors, primary screen, biochemical, fluorescence | 1-phosphatidylinositol 4,5-bisphosphate phosphodiesterase beta-3 (Homo sapiens), Q01970 | Purified PLC-beta3, fluorogenic substrate | inhibition, % at 12.2 µM | 0.18% of 370,000 active | AID 720704, 2013; in the data active means inhibition above about 11%;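 further: 0% = median of compound wells on plate and 100% = full blocker control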
Target sequence (Q01970 whole entry, looked up): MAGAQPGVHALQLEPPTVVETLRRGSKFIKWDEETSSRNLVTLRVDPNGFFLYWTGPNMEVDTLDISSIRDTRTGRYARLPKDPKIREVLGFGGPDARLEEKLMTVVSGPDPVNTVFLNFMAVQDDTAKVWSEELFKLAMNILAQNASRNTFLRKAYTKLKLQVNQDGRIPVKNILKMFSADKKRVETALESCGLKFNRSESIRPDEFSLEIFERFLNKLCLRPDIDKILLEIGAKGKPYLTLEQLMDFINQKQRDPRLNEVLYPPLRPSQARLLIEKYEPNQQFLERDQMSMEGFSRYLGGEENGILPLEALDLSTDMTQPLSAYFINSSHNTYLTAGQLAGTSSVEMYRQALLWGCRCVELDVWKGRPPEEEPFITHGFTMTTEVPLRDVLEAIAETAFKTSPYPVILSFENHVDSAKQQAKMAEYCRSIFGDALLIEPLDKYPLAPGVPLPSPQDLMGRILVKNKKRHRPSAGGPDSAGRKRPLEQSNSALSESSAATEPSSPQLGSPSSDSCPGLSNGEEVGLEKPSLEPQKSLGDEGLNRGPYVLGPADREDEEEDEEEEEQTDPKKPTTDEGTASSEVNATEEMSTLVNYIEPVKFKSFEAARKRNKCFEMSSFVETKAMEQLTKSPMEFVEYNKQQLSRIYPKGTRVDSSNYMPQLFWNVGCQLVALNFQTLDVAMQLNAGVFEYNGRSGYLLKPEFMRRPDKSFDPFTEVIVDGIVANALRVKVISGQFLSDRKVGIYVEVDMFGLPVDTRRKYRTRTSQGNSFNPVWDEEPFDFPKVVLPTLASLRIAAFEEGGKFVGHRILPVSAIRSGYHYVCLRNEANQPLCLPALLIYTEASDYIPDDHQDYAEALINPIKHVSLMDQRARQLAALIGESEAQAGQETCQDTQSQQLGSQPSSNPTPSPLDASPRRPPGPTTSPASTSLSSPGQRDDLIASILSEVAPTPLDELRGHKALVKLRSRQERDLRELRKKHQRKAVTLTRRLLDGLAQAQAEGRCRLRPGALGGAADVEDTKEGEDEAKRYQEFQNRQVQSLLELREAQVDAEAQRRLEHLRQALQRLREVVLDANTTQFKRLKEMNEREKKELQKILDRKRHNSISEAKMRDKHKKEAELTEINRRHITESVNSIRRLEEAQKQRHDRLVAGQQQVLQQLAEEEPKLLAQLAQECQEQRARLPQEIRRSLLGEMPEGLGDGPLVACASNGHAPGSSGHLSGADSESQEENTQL
DAX1 inh-1: DAX1 (NR0B1) inhibitors, primary screen, cell-based, HEK293, Gal4-DAX1, luciferase luminescence. Nuclear receptor subfamily 0 group B member 1 (Homo sapiens), P51843. HEK293 Gal4-DAX1 luciferase reporter. inhibition, % at 6.75 µM. 0.99% of 340,000 active. AID 504766, 2011;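 active means inhibition above the mean over all tested compounds plus 3 SD, cut at about 4.2% in these data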;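 further: 0% = DAX1-transfected cells with DMSO and 100% = empty-vector control cells with DMSO; inhibition shows as a rise in luminescence from relieved DAX1 repression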
hcDAF-12 act: H. contortus DAF-12 nuclear receptor activators, primary screen, cell-based, luminescence, HEK293, lit1-tk-luc reporter. HEK293 hcDAF-12 lit1-tk-luc reporter; 0% DMSO, 100% Δ7-dafachronic acid. activation, % at 6.8 µM. 1.4% of 370,000 active. AID 652067, 2013;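 active means activation above the mean of all tested compounds plus 3 SD, cut at about 5.5% in these data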;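 further: 100% = response to 3 µM Δ7-dafachronic acid high control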
SMARCA2 activ: SMARCA2 (BRM) function activators, primary screen, cell-based, luminescence, high throughput; MG213 cells, MMTV-luciferase reporter, dexamethasone, overnight; activation, % at 9.1 µM; 1% of 370,000 active; AID 652017, 2013; in the data active means activation above about 7.8%;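 further: 0% = vehicle wells and 100% = reference activator wells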
GAA850 FXN act: FXN promoter activators, primary screen, cell-based, luciferase luminescence, HEK293 lucGAA850 | HEK293 lucGAA850 FXN promoter luciferase reporter, 24 h; percent of 10 µM SAHA response | activation, % at 6 µM | 0.56% of 360,000 active;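 active means activation above the average of all compounds screened plus 3 SD, cutoff fixed separately per campaign, cut at about 7.5% in these data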;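 further: 0% = DMSO wells and 100% = 10 µM SAHA wells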
PG9 Ab binder: binders of HIV-1 gp120 antibody PG9, primary screen, biochemical, TR-FRET | TR-FRET gp120-PG9 antibody binding | 0.43% of 360,000 active | HIV-1 gp120 / PG9 antibody interaction | inhibition, % at 6.7 µM | AID 624416, 2012; in the data active means inhibition above about 8.5%
ssDAF-12 act: S. stercoralis DAF-12 nuclear receptor activators, primary screen, cell-based, luminescence, HEK293, GRIP1 co-expression, lit1-tk-luc | Nuclear hormone receptor DAF-12 (Strongyloides stercoralis) | HEK293 ssDAF-12/GRIP1 lit1-tk-luc reporter; % of 3 µM dafachronic acid response | activation, % at 6.8 µM | 1% of 370,000 active | AID 652126, 2013;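 active means activation above the mean over all tested compounds plus 3 SD, cut at about 0.9% in these data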;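 further: 0% = DMSO-only wells and 100% = 3 µM delta7-dafachronic acid wells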
DAX1 inh-2: DAX1 (NR0B1) inhibitors on StAR promoter, primary screen, cell-based, luminescence, SF-1 (NR5A1), full-length DAX-1. HEK293T StAR-luciferase reporter, SF-1/DAX-1 repression relief. inhibition, % at 6.8 µM. 1.1% of 370,000 active. AID 652010, 2013;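 active means inhibition above the mean over all tested compounds plus 3 SD, cut at about 3.6% in these data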;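 further: 0% = DAX-1 cells with DMSO and 100% = cells lacking DAX-1 with DMSO; higher inhibition means more luminescence from relief of DAX-1 repression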
NR1D1 modulator: modulators of Rev-erb alpha DNA binding, primary screen, biochemical, FITC-DNA, fluorescence polarization, uHTS; Nuclear receptor subfamily 1 group D member 1 (Homo sapiens), P20393; Rev-erbα–FITC-DNA binding, 90 min; activity, % at 10 µM; 0.79% of 370,000 active; AID 1259318, 2017;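 active means activity above about 14%, limit read from the data; passing the limit was not always enough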;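 further: 0% = DMSO wells with 35 nM protein and 100% = DMSO wells with 750 nM protein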
hgDAF-12 ag: H. glycines DAF-12 receptor agonists, primary screen, cell-based, luminescence, HEK293, GAL4 fusion, UAS-luciferase; Nuclear hormone receptor DAF-12 (Heterodera glycines), GAL4 fusion; 1.8% of 370,000 active; activation, % at 6.8 µM; AID 687014, 2013; HEK293 GAL4-hgDAF12 UAS-luciferase reporter, agonist luminescence; normalized to butyrate control;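 active means activation above a cutoff set at the mean of all screened compounds plus 3 SD, cut at about 10% in these data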;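 further: 0% = DMSO wells and 100% = sodium butyrate wells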
* hit, by the source's call; i = inactive; x = no result given.

Under each structure: PG9 Ab binder	ssDAF-12 act	hcDAF-12 act	PLCb3 inh	DAX1 inh-1	hgDAF-12 ag	sPLA2-III inh	SMARCA2 activ	DAX1 inh-2	GAA850 FXN act	NR1D1 modulator
- O=C(NC(Cc1ccccc1)C(=O)O)/C(=C\c1cccc([N+](=O)[O-])c1)NC(=O)c1ccco1 (stereo not given)
 : 1.4	-1.2	-1.5	-10	-1.0	-1.0	-3	0	-0.9	2.0	-1
- COC(=O)Cc1ccc(NC(=S)NCCCN2CCOCC2)cc1
 : -1.2	-1.1	-0.7	0	0.9	7.0	13	-3	0.2	-1.3	5
- CC(C)NC(=O)CSc1nc2ccccc2n1-c1ccccc1
 : -0.5	-1.7	-1.1	-1	0.3	0.3	3	-1	-1.5	0.1	1
- COc1nc(N/N=C/c2cc3c(cc2Br)OCO3)nc(N2CCOCC2)n1
 : 0.0	-0.8	-2.0	1	-1.0	-1.7	3	-1	0.5	0.6	3
- COc1ccc(CCCc2nnc(SCc3nc4ccccc4c(=O)[nH]3)n2C)cc1C
 : 0.2	-1.4	-1.1	2	-1.5	-5.2	-8	-1	0.0	1.5	5
- O=C(CSc1nnc(-c2ccco2)n1Cc1ccccc1)OC1CCCCC1
 : -0.9	-0.5	0.5	-2	2.1	10	-10	2	2.1	0.7	-6
- Cc1nnc(NC(=O)CCC(=O)NCc2cccs2)s1
 : -2.5	-1.4	3.1	4	1.2	-0.1	1	-1	-0.1	2.5	2
- CC(=O)Nc1cc2cc(NS(=O)(=O)c3ccc(Cl)cc3)ccc2oc1=O
 : -0.2	-1.9	-1.1	-10	x	1.8	2	0	0.2	1.9	2
- CCn1c(=O)n(CC)c2cc(S(=O)(=O)N3CCc4ccccc43)ccc21
 : -0.6	-1.2	-3.1	-3	-2.7	-6.7	-2	-5	-1.7	3.9	1
- O=C(CCNC(=O)c1ccc(Br)cc1)NCCCSc1ccccc1
 : 2.1	-0.6	-1.3	-10	1.8	-1.5	1	0	-0.2	0.5	0
- C/C=C(\C)C(=O)NCCN1C2=NC[C@H](C(C)C)N2C[C@H]1Cc1ccc(O)cc1
 : -1.6	-1.6	-1.2	4	0.3	-1.7	-4	1	0.9	-1.2	-1
- Cc1ccc2oc(=O)cc(CN3CCN(Cc4ccccc4)CC3)c2c1
 : -0.2	-0.7	0.3	-17	0.0	-1.6	-4	-2	-0.1	0.5	0
- COc1cc(NC(=O)COC(=O)c2ccc(C)c(S(=O)(=O)N3CCCCC3)c2)c(C)cc1[N+](=O)[O-]
 : -0.2	-1.0	-0.8	2	-0.2	1.3	0	-3	-0.2	0.2	-3
- COc1ccc(NC(=O)C2Cc3c(-c4cccc(C(C)=O)c4)ccnc3O2)cn1 (stereo not given)
 : -0.5	-1.0	-1.7	0	x	3.4	-6	-4	-1.8	-3.4	1
- Cc1ccccc1C(=O)Nc1nnc(-c2ccc(F)cc2)o1
 : -0.2	-1.6	-0.9	-1	-0.7	-2.8	1	-5	-1.5	0.7	-3
- COc1ccc(-c2cc(C(F)F)n3ncc(C(=O)N4CCCCC4)c3n2)cc1
 : 0.7	-1.4	-0.8	i	-0.6	-2.6	2	2	-0.4	4.2	1
- Cc1cccc(C(=O)O/N=C(\N)c2ccc(Br)cc2)c1
 : -0.5	-0.5	6.1*	3	0.8	7.7	3	2	0.6	-0.4	-3
- O=C(CN1CCCC1)N1CCCc2c1c(=O)oc1ccc(OCc3ccccc3)cc21
 : -1.0	-1.4	-0.2	-81	-1.0	0.2	-11	-2	0.0	-3.2	0
- O=C(NCCN1CCCC1)C1CCN(S(=O)(=O)N2CCC3(CC2)OCCO3)CC1
 : -1.4	-1.2	-0.4	0	-1.2	1.2	3	-2	0.8	2.2	5
- C=CCSc1nc2c(cnn2-c2ccccc2)c(=O)n1N
 : -0.8	-0.3	3.8	-3	x	8.9	-4	6	1.4	0.5	-2
- COc1cc(=O)n2c(n1)SCCC2
 : -1.3	-1.3	1.1	0	0.8	2.1	2	0	0.0	-0.1	0
- O=C(Cn1c(=O)oc2ccccc21)NCC1COc2ccccc2O1 (stereo not given)
 : -0.3	-1.0	-0.3	0	0.2	-1.5	-5	0	-0.5	3.5	-7
- Cc1ccccc1C1CC(=O)c2ccccc2C1C (stereo not given)
 : 4.1	-1.0	-1.1	-1	0.4	1.1	11	-3	-0.7	0.6	7
- COC(=O)Cn1c2ccc(C)cc2c2nc(C)sc21
 : -2.5	-1.2	-0.6	1	-0.8	2.1	-1	-4	-0.6	-0.8	6
- CSc1nc(-c2ccccc2)nc(N2CCN(C)CC2)c1C(C)=O
 : 0.1	-0.2	-0.3	-9	-0.3	-0.4	-3	0	-0.4	5.1	2
- CCOC(=O)[C@]12CCCC=C1N(Cc1ccc(Cl)cc1Cl)C(=O)[C@H](CC(=O)N1CCN(C(=O)c3ccco3)CC1)C2
 : -1.1	-1.1	-0.2	3	x	-1.4	-9	-4	2.0	x	0
- COc1ccccc1/C=C/c1nc2ccccc2c(=O)o1
 : -0.3	0.7	4.5	-8	1.5	10	-1	10*	2.6	4.0	-1
- COc1ccc(C2=NN(C(=O)c3ccccc3)C(c3ccc(OC)c(OC)c3)C2)cc1OC (stereo not given)
 : -1.7	-1.8	-1.9	2	-0.2	1.0	-3	0	0.2	4.8	4
- COCc1cc(N2CCNC[C@@H]2C)ccc1N1CCN(Cc2ccccc2)[C@H](C)C1
 : -0.3	-1.5	-0.9	-3	x	0.4	1	2	0.1	x	1
- Cc1ccc(C(=O)COC(=O)CNC(=O)COc2ccccc2C)cc1C
 : -0.6	-1.6	0.4	-3	-0.4	0.1	-6	-1	0.7	2.6	1

(continued)
Under each structure: PG9 Ab binder	ssDAF-12 act	hcDAF-12 act	PLCb3 inh	DAX1 inh-1	hgDAF-12 ag	sPLA2-III inh	SMARCA2 activ	DAX1 inh-2	GAA850 FXN act	NR1D1 modulator
- CC(C)(C)NC(=O)c1ccccc1NC(=O)c1ccc2c(c1)OCO2
 : -0.1	-1.4	-0.4	-5	-1.5	1.3	-2	1	-0.9	0.6	6
- Cc1c(C(=O)NC2CCCc3ccccc32)oc2ccc(S(=O)(=O)N3CCCCC3)cc12 (stereo not given)
 : -0.8	-1.2	0.0	2	2.6	-1.7	-5	-2	-0.4	0.6	3
- CCCCCCCCC1=NCCc2c1[nH]c1ccccc21
 : -2.5	0.1	4.6	-470	1.3	4.9	-33	-1	-0.3	-1.0	-3
- C=C(C)CNC(=S)Nc1cccc(S(=O)(=O)NC2=NCCC2)c1
 : 0.2	-1.3	-0.3	-6	0.0	-0.2	-2	4	-0.2	0.3	-3
- O=C(Nc1nnc(C2CCCCC2)s1)c1cccs1
 : -0.5	-0.5	0.3	4	2.6	7.0	2	6	1.6	7.8*	-2
- COc1ccc(CCC(=O)N(C)CC(=O)Nc2ccc(N3CCOCC3)cc2)cc1
 : -0.5	-1.5	-1.5	2	-0.9	-0.6	1	0	-1.3	-2.0	-5
- O=[N+]([O-])c1ccc2nc(C(O)C(O)c3nc4ccc([N+](=O)[O-])cc4[nH]3)[nH]c2c1 (stereo not given)
 : -0.4	1.0*	1.6	-5	1.9	4.5	5	-3	-0.2	-0.1	-5
- Cc1cccc(NC(=O)CCC(=O)c2cccs2)n1
 : -0.5	-1.2	-0.7	-13	1.1	1.7	-1	2	1.2	0.1	-2
- CC(C)=C1SC(N2CCN(c3cccc(C(F)(F)F)c3)CC2)=NC1=O
 : 0.2	-1.6	0.0	1	-0.2	0.8	3	-3	-0.2	0.9	-2
- Cc1cccc(-c2nnc(SCC#N)n2-c2ccccc2)c1
 : -1.6	-0.8	-2.4	-1	-0.5	1.1	-1	1	-0.2	-2.1	3
- COc1cc(C(=O)NNC(=O)c2ccc(NC(C)=O)cc2)cc(OC)c1OC
 : -1.0	-1.0	-2.2	-1	x	-1.4	-6	1	0.9	5.3	8
- C=CCNC(=S)NNC(=O)c1ccc(OC(C)C)cc1
 : -1.1	-1.8	-1.2	4	-0.2	0.1	8	-1	-0.6	-1.6	1
- C=CCc1c(C)nc(C)nc1N/N=C/c1ccccc1O
 : 1.3	-1.3	-1.0	-4	-1.1	-0.7	0	-2	-1.6	-0.1	-1
- O=S1(=O)N=C(N/N=C/C=C/c2ccccc2)c2ccccc21
 : -0.3	-1.4	-0.3	-5	-1.3	-2.4	0	-4	-0.6	5.5	-5
- CCOc1ccccc1N1C(=O)CC(Sc2ccccc2N)C1=O (stereo not given)
 : -0.7	-0.7	0.2	2	1.5	0.0	-7	2	-0.5	-1.3	-8
- CCN(CC)C(=O)Cn1cc(S(=O)(=O)CC(=O)NCCc2ccc(OC)c(OC)c2)c2ccccc21
 : 1.7	-1.6	-1.0	-5	3.0	-2.8	1	-1	0.4	1.0	4
- CC(=O)Oc1c(C)c(=O)n(C)c2ccccc12
 : 1.6	-0.7	-0.7	-3	-0.2	0.3	5	-2	0.6	-0.1	0
- CCOC(=O)C1CCCN(S(=O)(=O)c2ccc3c(c2)NC(=O)CO3)C1 (stereo not given)
 : -2.1	-1.4	-0.6	-9	-0.6	0.8	4	-5	-0.8	0.5	-1
- CC(=O)C1=C(C)Nc2ncnn2C1c1ccc(O)cc1 (stereo not given)
 : -2.6	-0.8	1.9	-6	0.8	4.0	0	-1	-0.1	0.8	0
- NS(=O)(=O)c1cccc(NC(=O)CCN2C(=O)C3CCCCC3C2=O)c1 (stereo not given)
 : -2.1	-0.9	-1.8	-3	0.3	1.9	2	-2	-1.0	2.2	-4
